# Compound activity (PubChem)
# Myeloid diff MLP – myeloid differentiation induction | ER-HoxA9 myeloid progenitors, lysozyme-GFP differentiation, flow cytometry | calls only at 10 µM | 1% of 360,000 active | AID 624256;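 active = normalized GFP-positive differentiation at or above the plate's own cutoff, the solvent-only control mean plus 3 SD; inconclusive = no clear call, values can overlap the other calls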;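 also: cells exposed to compound for four days before flow analysis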
# Myeloid diff MLP GFP+ MAC1+ % – recorded beside Myeloid diff MLP, whose call it bears; GFP+ MAC1+ double positive, %; measured here: differentiation confirmed by MAC1 staining
# Numbers without * were called inactive; i = inactive; ? = inconclusive; nt = no result given. Not all compounds are listed; count on the stated rates, not on these rows.
# Each structure is followed by: Myeloid diff MLP	Myeloid diff MLP GFP+ MAC1+ %
O=C(COC(=O)CNC(=O)c1ccccc1F)Nc1ccc2[nH]c(=O)[nH]c2c1
 : i	0.0
CCCNC(=O)C1(C)CCCN(C(=O)c2ccc3ccccc3c2)C1 (configuration not stated)
 : i	0.4
CN(CC1COc2ccccc2O1)C(=O)CSc1ncccn1 (configuration not stated)
 : i	1.2
CC(O)(c1cccc(F)c1)c1nc(-c2cccc3cccnc23)cs1 (configuration not stated)
 : i	1.0
CCOC(=O)[C@]12CCC=C1N(Cc1ccccc1)C(=O)[C@H](CC(=O)N1CCN(C(=O)c3ccco3)CC1)C2
 : i	0.3
COc1ccccc1N1CCN(CCN2C(=O)CC3(CCCC3)CC2=O)CC1
 : i	1.0
OC(c1ccc(Cl)cc1)c1ncc(-c2cccc(F)c2)[nH]1 (configuration not stated)
 : i	1.2
COC1=CC(=O)OC(C)(c2ccccc2)C1 (configuration not stated)
 : i	0.8
CCOC(=O)C1(C(=O)OCC)CCN(S(=O)(=O)c2ccccc2)CC1
 : i	0.4
CCOC(=O)CC[C@H](NC(=O)Cn1cc(C)c(=O)[nH]c1=O)C(=O)OCC
 : i	1.4
CC(C)[C@H](NC(=O)c1ccc(Cl)cc1Cl)C(=O)OCc1nc2ccsc2c(=O)[nH]1
 : i	0.2
C[C@@H]1COc2cc(N3CC[C@H](O)C3)ccc2S(=O)(=O)N1
 : i	0.8
Cc1ccc(NC(=O)C2CCN(C(=O)c3ccc(F)cc3)CC2)nc1
 : i	0.9
CCOC(=O)C1=CN(Cc2ccco2)S(=O)(=O)N(C)C1CC (configuration not stated)
 : i	0.5
COc1cccc(NC(=O)CNc2cc(S(=O)(=O)N3CCOCC3)ccc2N2CCCC2)c1
 : i	0.4
NC(=O)c1nc[nH]c1C(=O)Nc1cccc(C(F)(F)F)c1
 : i	0.8
Cc1ccc(S(=O)(=O)N(C)C)cc1NC(=O)COC(=O)CCNS(=O)(=O)c1ccccc1
 : i	0.9
CCc1nc2c(OCc3ccccc3)cccn2c1N(C)C(=O)COc1ccccc1
 : i	1.0
O=C(c1ccc(O)c(Br)c1)c1cc(Br)ccc1O
 : i	0.7
CCN1C(=O)[C@H]2[C@@H](c3ccc(C(F)(F)F)cc3)N[C@]3(CCCN(Cc4ccco4)C3=O)[C@H]2C1=O
 : i	0.9
CCCCN(C(=O)CSc1n[nH]c(-c2ccc(C)cc2)n1)c1c(N)n(CCCC)c(=O)[nH]c1=O
 : i	0.5
COc1ccc(NC(=O)Nc2c(O)ccc3ccccc23)cc1
 : i	0.2
COc1ccccc1NC(=O)COC(=O)CCC1CCCC1
 : i	0.6
CCOc1ccc2[nH]c(=O)c(CN(CCCN3CCOCC3)C(=O)Nc3ccc(F)cc3)cc2c1
 : i	0.8
CCN(c1ccccc1)c1nc(Cl)nc2c1cnn2C
 : i	0.4
COc1ccc(Br)cc1CNC(=O)C1CCC(=O)N1C(C)C (configuration not stated)
 : i	2.6
CC(=O)c1ccccc1-c1csc2ncnc(Sc3nnnn3C)c12
 : i	2.5
COc1ccc(C2/C=C\CN3CCC[C@H]3C(=O)N2Cc2ccc(F)cc2)cc1 (some centres not stated)
 : i	0.8
CC(=O)NCCc1ccc(C(=O)COC(=O)c2ccc(C)s2)cc1
 : i	0.6
COc1ccc(C(N)c2csc(Nc3cc(Oc4ccccc4)ncn3)n2)cc1 (configuration not stated)
 : i	1.1
C=CCOc1cccn2c(N(C=O)Cc3ccccc3)c(CC)nc12
 : i	0.6
CC1CC(OC(=O)C2CCN(S(=O)(=O)c3ccc(F)cc3)CC2)C(=O)O1 (configuration not stated)
 : i	0.3
Cc1ccc(S(=O)(=O)N2[C@@H](c3ccc(Cl)cc3)C(C(=O)O)=C[C@H]2C(C)(C)C)cc1
 : i	0.6
C#Cc1cccc(Nc2nc(NC(C)C)nc3ccsc23)c1
 : i	0.8
CC(C)N1CCN(C(=O)c2ccc(NC(=O)c3ccc(Br)o3)cc2)CC1
 : i	0.7
Cc1ccc(-c2nc3cc(C)c(Br)c(C)n3c2Cc2cccc(Cl)c2)cc1
 : i	1.5
COC(=O)c1ccc2nc(-c3ccc(F)cc3)c(CC3CCCCC3)n2c1
 : i	0.5
CC1CCN(S(=O)(=O)c2ccc(C(=O)N3CCCC3C(=O)O)cc2)CC1 (configuration not stated)
 : i	1.3
CC(=O)NCCNC(=O)C1(C)Cc2c(-c3ccc(C(N)=O)cc3)ccnc2O1 (configuration not stated)
 : i	0.9
COc1ccccc1-c1cnc(C(O)c2cc(Cl)cc(Cl)c2)[nH]1 (configuration not stated)
 : i	0.1
COCCCNC(=O)C[C@H]1C[C@H](C(=O)N2CCCCC2)[C@@]2(CCc3ccccc3)c3[nH]c4cc(-c5ccco5)ccc4c3CCN2C1=O
 : i	1.3
CCN(Cc1ccc(Br)s1)C(=O)CSc1nnc(C2CC2)n1C1CC1
 : i	0.8
CCCCc1ccc(NC(=O)CSc2nc(=O)n(CCN(C)C)c3c2CCC3)cc1
 : i	0.9
Cc1c(C(=O)OCC(=O)NC2CC2)oc2ccc(Br)cc12
 : i	1.5
NC(=O)c1ccsc1NC(=O)COC(=O)c1ccc(Cl)c(N)c1
 : i	0.8
CCOC(=O)c1c(NC(=O)CSc2nnnn2-c2ccccc2OCC)sc2c1CC(C)(C)NC2(C)C
 : i	1.7
CCOC(=O)[C@]12CCC=C1N(CCC1=CCCCC1)C(=O)[C@H](CC(=O)N1CCN(C(=O)C3CC3)CC1)C2
 : i	0.3
COCCNC(=O)c1onc(CSc2ccccn2)c1C(=O)NCCOC
 : i	0.8
CCOc1ccc(C(=O)C(C)OC(=O)Cn2cnc3c2c(=O)n(C)c(=O)n3C)cc1 (configuration not stated)
 : i	1.2
O=C(O)c1cc(N2CCCCC2)nc2ccccc12
 : i	0.7
COc1ccc(CN2C[C@@H](CO)O[C@@H](n3cnc4c(NC5CCC5)ncnc43)C2)cc1
 : i	0.7
CCN(CC(=O)Nc1c(F)cccc1F)C(=O)CC1CCCC1
 : i	0.3
CCN(C(=O)CSc1nc(N)cc(=O)[nH]1)C1CCS(=O)(=O)C1 (configuration not stated)
 : i	0.7
COc1ccc(CNC(=O)/C=C/[C@H]2O[C@@H](n3cc(C)c(=O)[nH]c3=O)C[C@@H]2O)cc1
 : i	1.3
CCOc1ccc(C(=O)NCC(=O)Nc2ncccc2C)cc1OCC
 : i	0.4
CCc1nc2ccc(C(=O)N3CCN(C(=O)c4ccco4)CC3)cn2c1N(C)Cc1ccc(OC)cc1
 : i	0.7
CCCCNC(=O)C[C@@H]1C[C@@]2(C(=O)OC)CCCCC=C2N(Cc2ccccc2)C1=O
 : i	0.4
COc1ccccc1NC(=O)COC(=O)COc1ccccc1F
 : i	0.7
O=C(CCNC(=O)c1ccco1)NC(Cc1c[nH]c2ccccc12)C(=O)O (configuration not stated)
 : i	0.6
CCN(C(=O)COC(=O)c1ccco1)c1c(N)n(Cc2ccccc2)c(=O)[nH]c1=O
 : i	0.7

# Retrieved by structure from above (7):
# Each structure is followed by: Myeloid diff MLP	Myeloid diff MLP GFP+ MAC1+ %
CC(=O)NCCNC(=O)C1(C)Cc2c(-c3ccc(C(N)=O)cc3)ccnc2O1 (configuration not stated)
 : i	0.9
COCCNC(=O)c1onc(CSc2ccccn2)c1C(=O)NCCOC
 : i	0.8
O=C(CCNC(=O)c1ccco1)NC(Cc1c[nH]c2ccccc12)C(=O)O (configuration not stated)
 : i	0.6
COc1ccccc1NC(=O)COC(=O)COc1ccccc1F
 : i	0.7
C#Cc1cccc(Nc2nc(NC(C)C)nc3ccsc23)c1
 : i	0.8
NC(=O)c1ccsc1NC(=O)COC(=O)c1ccc(Cl)c(N)c1
 : i	0.8
Cc1ccc(S(=O)(=O)N2[C@@H](c3ccc(Cl)cc3)C(C(=O)O)=C[C@H]2C(C)(C)C)cc1
 : i	0.6

# Complete entries as entered above.
# `CCN(C(=O)CSc1nc(N)cc(=O)[nH]1)C1CCS(=O)(=O)C1` (configuration not stated) is listed with Myeloid diff MLP = i; Myeloid diff MLP GFP+ MAC1+ % = 0.7
# `Cc1c(C(=O)OCC(=O)NC2CC2)oc2ccc(Br)cc12` is listed with Myeloid diff MLP = i; Myeloid diff MLP GFP+ MAC1+ % = 1.5

# (listing goes on)
# Each structure is followed by: Myeloid diff MLP	Myeloid diff MLP GFP+ MAC1+ %
COc1ccc(NS(=O)(=O)c2cc(NC(=O)c3ccc(Cl)cc3)ccc2N2CCOCC2)cc1
 : ?	nt
C=C(CCO)C1=CCN(S(=O)(=O)C(C)(C)C)[C@H]1CCO
 : i	0.2
CCOC(=O)C1=CCN(S(=O)(=O)c2ccc(F)cc2)C1c1ccc(C)cc1 (configuration not stated)
 : i	0.7
CN(C(=O)c1cccc(NC(=O)Cc2cccc([N+](=O)[O-])c2)c1)C1CCC1
 : i	1.7
COc1ccc(OC)c(-c2nn(-c3ccccc3)cc2C(=O)NC2(C)CCS(=O)(=O)C2)c1 (configuration not stated)
 : i	1.6
COc1ccc(-c2nn(Cc3ccccc3)cc2C(=O)N2CCN(c3ncccn3)CC2)cc1
 : i	0.6
Cc1cccc(NC(=O)C(=O)NCC2CCCN2S(=O)(=O)c2ccccc2)c1 (configuration not stated)
 : i	0.7
CC1(C(=O)NCc2cccc(C(F)(F)F)c2)CCN1Cc1ccc(-c2ccccc2)o1 (configuration not stated)
 : i	1.2
COc1ccc(-c2cc3c(c4c2ccn4C)C2CCC3C2)cn1 (configuration not stated)
 : i	1.4
CC12C=CC(=O)C=C1CCC1C2CCC2(C)C(C(=O)CO)CCC12 (configuration not stated)
 : i	1.3
CN(C(=O)OC(C)(C)C)[C@H](Cc1ccccc1)C(=O)N[C@H]1CCCCNC1=O
 : i	3.5
C[C@@H]1CN([C@@H](C)CO)S(=O)(=O)c2ccc(Br)cc2O[C@H]1CN(C)C(=O)c1ccccc1
 : i	0.9
CCC1(c2ccc(F)cc2)NC(=O)N(CC(=O)Nc2cccc(S(=O)(=O)N3CCCC3)c2)C1=O (configuration not stated)
 : i	0.9
CC[C@@H]1C(=O)[C@H](Cc2ccccc2)[C@H]2CCCC(=O)N3CC[C@@H]1[C@@H]23
 : i	2.0
CCCNC(=O)C1(C)CCCN(C(=O)c2cc3ccccc3s2)C1 (configuration not stated)
 : i	1.1
CCOc1ccc(S(=O)(=O)Nc2cccc(C(=O)NCC3CCCO3)c2)cc1 (configuration not stated)
 : i	0.6
CCCN(C(=O)COC(=O)c1nc2nc(C)cc(C)n2n1)C1CCS(=O)(=O)C1 (configuration not stated)
 : i	0.4
O=C1C=C(O)c2c(O)cc(O)c(O)c2C1=O
 : i	3.5
O=C(COC(=O)Cc1ccccc1[N+](=O)[O-])Nc1nnc(-c2ccccc2)o1
 : i	0.5
Cc1n[nH]c(=O)c2c(NC(=O)CSc3nnnn3-c3ccc(O)cc3)oc(C)c12
 : i	0.5
COc1cccc(NC(=O)COC(=O)c2c(NC(C)=O)sc(C)c2C)c1
 : i	1.1
COc1ccc(CN(C)CC(=O)NC(=O)Nc2ccccc2F)cc1
 : i	0.7
CC1(C)CC(NC(=O)c2cccc(S(=O)(=O)Nc3cccc(Cl)c3)c2)CC(C)(C)N1
 : i	1.0
COc1cc(CNc2ncnc3c2ncn3[C@H]2CN(Cc3ccc(C(=O)O)cc3)C[C@@H](CO)O2)cc(OC)c1OC
 : i	1.2
Cc1ccc(Cn2c(C)c(C(=O)NCc3cccc(C(F)(F)F)c3)sc2=O)cc1
 : i	3.4
CCOc1ccccc1N1CCN(C(=O)c2cccc(S(=O)(=O)N3CCOCC3)c2)CC1
 : i	0.8
CCCc1cc(=O)oc2c3c(cc(OCC(=O)N4CCC(C(=O)O)CC4)c12)OC(C)(C)CC3
 : i	2.1
CN(C(=O)COC(=O)c1cccs1)c1c(N)n(Cc2ccccc2)c(=O)[nH]c1=O
 : i	0.4
CC(NCC(=O)Nc1ccccc1C(=O)NC1CC1)c1ccc(F)cc1F (configuration not stated)
 : i	0.8
NC(=O)c1ccc(NC(=O)CSc2nc3ccccc3c(=O)n2CCCN2CCOCC2)cc1
 : i	0.5
c1cncc(-c2cnc3ccccc3c2)c1
 : i	0.5
C[C@@H](CO)NC(=O)[C@H]1O[C@@H](n2cnc3c(N)ncnc32)[C@H](O)[C@@H]1O
 : i	1.4
Clc1cccc(-c2cccc3nccn23)c1Cl
 : i	1.5
NC(=O)C1CCN(c2nc(-c3ccc4ccccc4c3)cs2)CC1
 : i	2.8
COc1ccc([N+](=O)[O-])cc1NC(=O)C(C)OC(=O)CSC(C)C(=O)Nc1cc(C)on1 (configuration not stated)
 : i	1.1
CN(CC(=O)Nc1cccc(F)c1)C(=O)CN1C(=O)NC2(CCCCC2)C1=O
 : i	0.7
CCOc1cc2c(C#N)c(N3CCCC3)nc(N)c2c(N)n1
 : i	4.5
C[C@@H]1CN([C@H](C)CO)C(=O)c2cc(NS(=O)(=O)c3cn(C)cn3)ccc2O[C@H]1CN(C)C(=O)Nc1ccccc1
 : i	0.6
O=C(NCc1ccco1)c1ccc(-c2ccc3nccn3c2)cc1
 : i	1.2
COc1ccc(-c2csc3ncnc(N4CCN(S(=O)(=O)c5cccc(F)c5)CC4)c23)cc1
 : i	1.0
O=S(=O)(c1ccc(Cl)s1)N1CCNCC1
 : i	1.5
CCCS(=O)(=O)NC(=O)C1(C)CCN(C(=O)c2cncc(Br)c2)C1 (configuration not stated)
 : i	0.0
CCCc1nc(C)c2c(=O)[nH]c(-c3cc(S(=O)(=O)N4CCN(CC)CC4)ccc3OCC)nn12
 : i	8.0
Cc1ccc(CCNc2ncnc(Cl)c2N)cc1
 : i	1.2
O=C(O)CSc1nc2ccc(Br)cc2[nH]1
 : i	0.9
CC(=O)c1c(C)[nH]c(C(=O)CN2C(=O)NC3(CCCCC3)C2=O)c1C
 : i	1.4
